From PubChem
697 NFkB inh = lowers PMA/ionomycin-induced NF-kB signal in 697 B cells; 697 B-cell NF-kB luciferase reporter, 16 h; inhibition, % at 4 µM; 330,000 tested, 0.33% active; in the data active means inhibition above about 35%
Jurkat NFkB inh = lowers PMA/ionomycin-induced NF-kB signal in Jurkat cells. PMA/ionomycin-induced NF-kB luciferase reporter, luminescence. inhibition, % at 4 µM. 330,000 tested, 0.53% active. AID 435003
UBC13 inh = human UBC13 polyubiquitination inhibition; UBC13 polyubiquitin chain formation, TR-FRET; inhibition, % at 20 µM; 330,000 tested, 0.47% active; AID 485273; in the data active means inhibition above about 45%, passing the limit was not always enough
Apaf1 inhib = blocks human Apaf-1 apoptosome activity | reconstituted apoptosome caspase-3 activity, DEVD-Rh110 fluorescence | inhibition, % at 20 µM | 330,000 tested, 0.71% active; active means inhibition of at least 40% at 20 µM;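 further: plate controls were DMSO wells for no effect and DEVD-CHO caspase inhibitor wells for full effect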
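System: reconstituted apoptosome with Apaf-1, cytochrome c, caspase-9, procaspase-3, dATP; Signal: Rh110 fluorescence intensity; Schedule: 30 min compound preincubation, 50 min activation, room temperature; Reagent: cytochrome c trigger plus (Z-DEVD)2-Rh110 caspase-3 substrate.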
SENP7 inh = inhibitors of human SENP7 protease. Q9BQF6. recombinant SENP7, Z-RLRGG-aminoluciferin luminescence, 40 min. inhibition, % at 5 µM. 330,000 tested, 1.5% active;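 active means inhibition above about 50% at the single test dose, limit read from the data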;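 further: plate controls were DMSO with enzyme for no effect and no enzyme buffer wells for full effect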
SENP8 block = SENP8 protease inhibition; Q96LD8; 330,000 tested, 1.2% active; inhibition, % at 10 µM; purified SENP8, Z-RLRGG-aminoluciferin cleavage, luminescence
Target sequence (Q96LD8 whole entry, looked up): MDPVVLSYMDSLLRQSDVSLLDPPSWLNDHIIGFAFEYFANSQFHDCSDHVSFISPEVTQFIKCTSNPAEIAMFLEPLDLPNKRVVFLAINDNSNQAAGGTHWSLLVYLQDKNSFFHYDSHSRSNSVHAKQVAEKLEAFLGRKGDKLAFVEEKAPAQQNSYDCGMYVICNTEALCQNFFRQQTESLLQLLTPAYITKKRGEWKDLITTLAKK
Gli-Sufu antag = blocks Gli-Sufu signaling in a luciferase reporter. Sufu-KO-LIGHT fibroblasts, Gli luciferase reporter luminescence. inhibition, % at 5 µM. 340,000 tested, 0.74% active. AID 588413;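 active means inhibition above about 55%, limit read from the data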;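 further: 0% = DMSO-treated cells and 100% = wells with medium but no cells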
HKDC1 inhibitor = blocks human hexokinase HKDC1 activity; Q2TB90; recombinant HKDC1, G6PDH/diaphorase resazurin coupled fluorescence; inhibition, % at 20 µM; 340,000 tested, 0.16% active; AID 493160;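 active means inhibition above about 35% when tested at 20 µM, limit read from the data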;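 further: plate controls were DMSO wells with enzyme for no effect and DMSO wells lacking enzyme for full effect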
Target sequence (Q2TB90 whole entry, looked up): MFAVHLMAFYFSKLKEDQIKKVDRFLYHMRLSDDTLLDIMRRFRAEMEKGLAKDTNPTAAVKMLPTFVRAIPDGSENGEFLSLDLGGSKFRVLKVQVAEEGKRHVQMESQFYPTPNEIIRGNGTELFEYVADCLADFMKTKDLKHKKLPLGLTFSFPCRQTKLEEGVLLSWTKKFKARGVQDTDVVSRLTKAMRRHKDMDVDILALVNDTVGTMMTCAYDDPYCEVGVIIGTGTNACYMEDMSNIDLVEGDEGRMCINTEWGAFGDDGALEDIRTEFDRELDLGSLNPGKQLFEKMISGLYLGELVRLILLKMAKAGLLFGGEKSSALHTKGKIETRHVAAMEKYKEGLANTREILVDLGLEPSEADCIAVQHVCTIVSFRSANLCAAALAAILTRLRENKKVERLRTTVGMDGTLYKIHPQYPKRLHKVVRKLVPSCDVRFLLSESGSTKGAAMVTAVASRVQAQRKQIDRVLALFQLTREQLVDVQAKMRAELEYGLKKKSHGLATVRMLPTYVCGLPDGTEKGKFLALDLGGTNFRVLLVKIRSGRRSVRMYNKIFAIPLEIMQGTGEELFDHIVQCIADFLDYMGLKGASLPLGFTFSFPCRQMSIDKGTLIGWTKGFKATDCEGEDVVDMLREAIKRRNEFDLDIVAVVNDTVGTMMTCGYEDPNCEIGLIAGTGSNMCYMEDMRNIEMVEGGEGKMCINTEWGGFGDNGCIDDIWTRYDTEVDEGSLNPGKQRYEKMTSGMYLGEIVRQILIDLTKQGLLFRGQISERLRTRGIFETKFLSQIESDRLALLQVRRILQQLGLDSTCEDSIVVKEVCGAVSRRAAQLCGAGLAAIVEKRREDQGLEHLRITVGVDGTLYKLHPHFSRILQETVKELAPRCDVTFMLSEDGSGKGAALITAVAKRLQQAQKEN
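Test system: recombinant HKDC1 (HK5) hexokinase enzyme, produced in-house; Amount: enzyme 5 µg/mL final; Buffer or medium: Tris pH 8.0 buffer with MgCl2, Tween-20, BSA, BME; Reagent: glucose and ATP substrates; Doses: 20 µM test compound, 1% DMSO; Incubation: 90 min reaction incubation at room temperature, dark; Detection: resorufin fluorescence at 613 nm.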
The depositor's hits bear a star. Unless noted, no stated cut-off is given here; in the data, active means inhibition above about 50%; inactive means the rest. An unsorted share of the library (roughly 3.6% active in at least one column).

SMILES | 697 NFkB inh | Jurkat NFkB inh | UBC13 inh | Apaf1 inhib | SENP7 inh | SENP8 block | Gli-Sufu antag | HKDC1 inhibitor
O=C(Nc1ccc2c(c1)S(=O)(=O)N=C1CCCCCN12)c1ccccc1Cl | 18.5 | 0.2 | 7.0 | 0.3 | 6.6 | -1.9 | 4.2 | -2.2
S=c1[nH]nc(COc2ccccc2)n1/N=C/c1ccccc1Cl | -11.1 | -8.6 | -6.3 | 16.9 | 9.0 | 1.9 | -13.7 | 5.1
COc1ccc(S(=O)(=O)N2CCN(CC(=O)Nc3cc(C(F)(F)F)ccc3Cl)CC2)cc1 | 17.8 | 12.0 | 2.6 | 2.5 | 2.0 | 1.0 | 16.0 | -2.6
Cc1ccc(C(=O)NCc2cccnc2)cc1S(=O)(=O)N1CCCCCC1 | -2.2 | 3.9 | 10.4 | 1.0 | 0.8 | 0.0 | -8.8 | 3.2
CCOC(=O)c1sc(Nc2ccc(OCC)cc2)nc1C | 5.7 | -8.0 | 16.4 | 9.6 | 0.5 | -1.7 | -17.2 | 15.1
O=C(Cc1ccccc1F)NNC(=O)c1cccs1 | 2.8 | -6.8 | -1.6 | -3.6 | -2.9 | -5.7 | 8.7 | -8.0
CN1/C(=C\C(=O)c2cccc(S(=O)(=O)N3CCCCC3)c2)C(C)(C)c2ccccc21 | 2.8 | -1.8 | 15.5 | 3.4 | 4.1 | 2.3 | 4.6 | -3.7
COCCCNC(=O)/C=C/c1ccc(Cl)cc1Cl | -30.9 | -39.1 | -11.4 | 18.2 | -7.1 | -6.7 | -20.8 | 2.4
Cc1nnnn1CC(=O)Nc1ccccc1[N+](=O)[O-] | -0.8 | -8.4 | 4.4 | -2.3 | -0.7 | -4.4 | -4.6 | -3.8
COc1ccc2nc(-n3c(C)ccc3C)sc2c1 | -1.3 | -5.5 | 11.0 | 0.0 | 1.6 | -0.7 | -14.3 | -2.8
Cc1nonc1C(=O)N/N=C/c1ccc(O)cc1O | -63.2 | 1.5 | -18.7 | 0.6 | 99.6* | -6.6 | 10.6 | -36.5
N#Cc1ccc(COC(=O)c2cnc(Cl)c(Cl)c2)cc1 | 19.0 | -6.6 | 5.8 | 8.5 | 0.6 | 3.1 | -15.4 | -4.8
Cc1cc(C)n(-c2nnc3n2N=C(c2c[nH]c4ccccc24)CS3)n1 | -44.5 | 32.0 | -3.4 | 6.1 | 3.4 | 2.0 | -18.9 | -6.8
O=C(Cc1coc(-c2ccc(F)cc2)n1)N1CCOCC1 | 24.5 | 7.1 | -3.2 | -2.7 | 3.8 | -0.3 | -14.7 | -8.2
CCOCCCNC(=O)c1cc(Sc2ccc(F)cc2)nc2ccccc12 | -11.2 | -5.9 | -8.7 | -2.5 | -5.1 | -11.9 | -23.9 | 8.4
O=C(CCCCCN1C(=O)CCC1=O)NCc1ccccc1 | 14.0 | 6.5 | 2.4 | -5.3 | 3.8 | -0.2 | 16.7 | -6.2
Cc1ccc(-n2c(SCC(=O)Nc3ccc4c(c3)OCO4)nnc2-c2ccccn2)cc1 | 13.1 | 4.1 | -7.2 | -12.3 | 5.2 | 3.2 | -0.1 | -4.9
COc1ccc(OCc2cc(C(=O)N3CCCC(CO)C3)no2)c2ccccc12 (configuration not stated) | -69.8 | -72.5 | -2.1 | 11.7 | 6.8 | -1.4 | -17.6 | 16.5
Cc1cc(C)c(C)c(S(=O)(=O)Nc2ccc(OCC(=O)O)cc2)c1C | -10.1 | -18.2 | -5.3 | 0.7 | 1.1 | -0.7 | -0.6 | 2.4
CCCc1nnc(NC(=S)Nc2ccccc2)s1 | -67.8 | -56.4 | 17.3 | 4.9 | 2.5 | -18.6 | -39.4 | -0.5
COc1ccc(N(CCC#N)C(=O)/C(C#N)=C\c2cccs2)cc1 | 7.8 | 3.8 | -9.5 | 1.6 | -2.1 | -11.0 | -14.3 | 4.1
COc1ccc(C(=O)CN2C(=O)NC3(CCCc4ccccc43)C2=O)cc1OC (configuration not stated) | 19.9 | 8.5 | -0.7 | 2.8 | 0.4 | -6.6 | -12.4 | 0.8
Cc1cc(OC(=O)c2ccccc2Cl)c([N+](=O)[O-])c(=O)[nH]1 | 6.5 | 11.5 | 2.0 | -5.0 | -4.8 | 3.4 | 7.3 | -7.4
Cc1cc(C(=O)Nc2nnc(-c3ccccc3)s2)no1 | -14.5 | -7.9 | -0.2 | 9.5 | 5.3 | -12.1 | 2.6 | -3.7
COc1cccc(NC(=O)Nc2ccc(CC(=O)O)cc2)c1 | 2.5 | 3.5 | 3.1 | -0.4 | 7.5 | 2.0 | 24.0 | -2.3
COc1ccc(-c2nnc(SCc3nnc(-c4ccc(Cl)cc4)o3)n2-c2ccccc2)cc1 | -53.9 | 5.1 | -1.4 | 22.9 | 0.0 | -1.2 | -3.3 | 4.7
CCOc1ccc(NC(=O)CSc2n[nH]c(=O)n2-c2ccccc2)cc1 | -3.7 | -18.6 | 2.3 | 2.5 | 8.8 | -6.9 | -2.4 | -6.7
CCC1S/C(=N/N=C/c2ccco2)N(Cc2ccccc2C)C1=O (configuration not stated) | 9.4 | -2.4 | 3.8 | 4.4 | -8.1 | 3.8 | 1.8 | -0.3
CC1SCC(=O)N(CC(=O)Nc2ccc3c(c2)OCCO3)C1=O (configuration not stated) | -8.4 | -7.1 | -6.0 | -10.5 | -1.4 | -13.5 | 4.9 | -2.4
O=C(c1ccco1)N1CCN(Cc2cc(=O)c(OCc3cccc(F)c3)co2)CC1 | 1.8 | -3.8 | 0.9 | 1.4 | 4.9 | 4.0 | -2.3 | 5.1
COc1ccc(/C(C)=N\NC(=O)c2ccc(-c3ccccc3)cc2)c(F)c1 | 4.2 | -14.4 | 2.6 | 8.2 | 3.6 | 4.8 | 2.3 | -1.8
O=C(Nc1cccc2ccccc12)NC1CCCCC1 | 7.6 | -7.8 | 4.2 | -6.0 | -8.7 | -10.5 | -5.0 | -0.4
CSc1nnc(C)c(/C=C/Nc2ccc(Cl)cc2)n1 | 10.2 | 7.9 | -12.2 | 5.2 | -6.2 | -2.2 | 16.6 | 1.4
N#Cc1ccsc1NC(=O)c1cnccn1 | 8.4 | 0.7 | -8.5 | 7.0 | -1.2 | -1.2 | 5.2 | 1.6
Cn1c(SCC(=O)Nc2ccc(C(N)=O)cc2)nnc1-c1cccs1 | -13.3 | -14.4 | -0.6 | 0.3 | 7.0 | 23.0 | 1.3 | 2.6
Cc1csc(NC(=O)CCC(=O)N(CC(=O)NC2CCCC2)c2ccccc2)n1 | -8.2 | 4.5 | 1.3 | -0.1 | -3.2 | -0.6 | 3.4 | -8.5
CNS(=O)(=O)c1cccc(C(=O)OCC(=O)c2ccc3c(c2)OCCO3)c1 | -5.9 | -11.7 | -4.6 | 9.9 | 13.8 | 0.8 | -2.9 | -3.0
CCOC(=O)Cn1c(=O)c2c(nc(N3CCCCC3)n2C)n(C)c1=O | 0.8 | -18.4 | 0.9 | 8.6 | 0.8 | -2.4 | -2.1 | -9.4
COc1cccc(NC(=O)CCNS(=O)(=O)c2cccc3nonc23)c1 | 16.2 | -5.3 | 8.3 | 6.5 | 8.4 | -1.4 | -26.0 | -6.1
Cc1ccccc1N1CCN(Cc2c(C#N)c3ccccc3n2C)CC1 | 4.7 | 5.4 | -1.7 | 10.5 | 4.2 | 1.0 | 2.0 | 7.7

2 successive compounds out of the list so far:
SMILES | 697 NFkB inh | Jurkat NFkB inh | UBC13 inh | Apaf1 inhib | SENP7 inh | SENP8 block | Gli-Sufu antag | HKDC1 inhibitor
CCOC(=O)Cn1c(=O)c2c(nc(N3CCCCC3)n2C)n(C)c1=O | 0.8 | -18.4 | 0.9 | 8.6 | 0.8 | -2.4 | -2.1 | -9.4
COc1cccc(NC(=O)CCNS(=O)(=O)c2cccc3nonc23)c1 | 16.2 | -5.3 | 8.3 | 6.5 | 8.4 | -1.4 | -26.0 | -6.1

Next section.
SMILES | 697 NFkB inh | Jurkat NFkB inh | UBC13 inh | Apaf1 inhib | SENP7 inh | SENP8 block | Gli-Sufu antag | HKDC1 inhibitor
O=S(=O)(Nc1ccc(N2CCOCC2)cc1)c1ccccc1 | -0.6 | 1.0 | -1.0 | -1.3 | -2.2 | 0.8 | 1.2 | -4.9
O=C(COC(=O)c1ccccc1Nc1ccccc1)NCc1ccco1 | -32.9 | -21.0 | 3.1 | 12.6 | -9.7 | -10.4 | 0.9 | -6.3
Cc1ccc(-c2ccc(S(=O)(=O)NCc3ccco3)cc2)cc1 | -20.0 | 10.2 | 1.1 | 3.5 | 9.1 | -10.8 | -33.7 | -5.0
CN(C(=O)c1ccc(NC(=O)Cc2ccc(NC(=O)C3CCN(C(=O)C4CCCC4)CC3)cc2)cc1)C1CC1 | 6.9 | -12.4 | -14.0 | -0.3 | -8.9 | -11.6 | -2.5 | -7.9
CSc1ccc(CN(C)C(=O)c2ccc(S(=O)(=O)Nc3ccccc3)cc2)cc1 | -43.3 | -17.5 | -5.0 | 24.9 | -12.8 | -8.9 | 2.7 | 1.3
O=C(c1ccc(Cn2c(=O)[nH]c3ccccc3c2=O)cc1)N1CCN(c2ccc(F)cc2)CC1 | -0.5 | 16.9 | 2.7 | 33.0 | -1.2 | -4.7 | 2.1 | 0.3
OCCn1ccc(-c2ccccc2OCc2ccc(F)cc2)n1 | -6.2 | -6.9 | 4.7 | 2.0 | 0.6 | -0.2 | 1.8 | 5.5
Cc1ccnc(SCCn2c(N3CCCCC3)nc3c2c(=O)n(C)c(=O)n3C)n1 | -2.0 | -2.6 | 0.6 | -0.8 | -8.9 | -12.2 | -17.6 | -9.6
Cc1ccc(CCNC(=O)CCS(=O)(=O)c2ccc3nc(C)sc3c2)cc1 | -10.9 | -18.7 | 0.6 | -5.5 | 8.7 | -9.6 | -8.7 | 3.1
COC(=O)Cc1c[nH]c2ccc(OCC(O)CNC(C)C)cc12 (configuration not stated) | 1.3 | -0.4 | -3.5 | -10.2 | -11.2 | -5.1 | 11.1 | -6.0
Oc1ccc(Br)cc1C1Nc2ccccc2S1 (configuration not stated) | -32.9 | -50.7 | 11.3 | 4.1 | 79.4* | 37.6 | 10.2 | 0.4
O=C(Nc1cccc(Cl)c1N1CCOCC1)c1ccco1 | -5.8 | 9.3 | 2.4 | 11.4 | -1.0 | 1.0 | -13.4 | -5.0
CCn1c2ccccc2c2n[nH]c(=S)nc21 | 11.8 | 0.0 | -12.8 | 3.4 | -1.1 | 15.4 | 0.1 | -2.3
O=C(CSc1nnc(CNc2ccccc2)o1)N1CCCc2ccccc21 | 24.5 | 4.7 | 2.1 | -2.8 | -0.6 | 8.4 | 12.8 | 2.3
O=C(Nc1nnc(CCc2ccccc2)s1)C1CCCO1 (configuration not stated) | -15.2 | -2.2 | -7.9 | 1.8 | -0.2 | 2.1 | -18.7 | -4.6
CCCC(=O)Nc1ccc(NC(=O)c2cccc(OC)c2)nc1 | -1.9 | -63.7 | 6.3 | -2.3 | 46.1 | 15.8 | -44.5 | -6.2
CNC(C)C#Cc1ccc2c(=O)c3cc(C)c(C)cc3oc2c1 (configuration not stated) | -191.0 | -57.6 | -8.9 | 17.3 | -3.7 | 66.6* | -159.5 | 4.5
Cc1ccc(CN(C(=O)c2ccc(Cl)c([N+](=O)[O-])c2)C2CCS(=O)(=O)C2)o1 (configuration not stated) | 11.2 | -6.5 | 7.0 | -8.9 | 3.5 | -2.4 | -8.0 | -0.5
Nc1nc2c(F)c(F)c(F)cc2s1 | 4.0 | -2.2 | -7.9 | 6.5 | -5.9 | -12.0 | -6.1 | -8.4
CCOc1cc(CNCc2cccnc2)ccc1OCC(=O)NC(C)(C)C | -5.0 | 5.0 | 7.9 | -0.8 | -4.1 | -0.8 | -8.8 | -2.3
COc1ccc(Cl)cc1NC(=O)CN(C)C(=O)c1cccc(S(=O)(=O)N2CCN(C)CC2)c1 | -10.0 | -2.6 | 9.2 | 12.9 | -5.3 | -16.8 | -10.8 | 3.3

Structures above printed as active in SENP7 inh:
structure | 697 NFkB inh | Jurkat NFkB inh | UBC13 inh | SENP7 inh | HKDC1 inhibitor
Cc1nonc1C(=O)N/N=C/c1ccc(O)cc1O | -63.2 | 1.5 | -18.7 | 99.6* | -36.5
Oc1ccc(Br)cc1C1Nc2ccccc2S1 (configuration not stated) | -32.9 | -50.7 | 11.3 | 79.4* | 0.4
